Screening results (PubChem)
TTR transcr act: TTR transcription activators in neuroblastoma reporter cells, primary screen, cell-based, luminescence, SH-SY5Y, TTR promoter Gaussia luciferase; 100% = recombinant luciferase protein wells; activation, % at 16.7 µM; hit rate 1.3% among 92,000; AID 1117267, 2014;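 active = activation above the mean of all tested compounds plus 3 SD, cut at about 9.5% in these data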;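 note: cells exposed to compounds for one day before reading; 0% = median of all test compound wells on the plate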
Starred values were filed as active, the others as inactive.

molecule	TTR transcr act
CCN(c1ccccc1)S(=O)(=O)c1ccc(OC)c(NC(=O)C2CC(=O)N(Cc3ccccc3)C2)c1 (configuration not stated)	1.4
COC(=O)Cn1c(N)[n+](Cc2ccccc2)c2ccccc21	1.1
Cc1cc(C)n(-c2ccc(F)cc2)c(=O)c1C(=O)O	-0.6
Cc1nc(-c2ccc(C#N)cc2)cs1	0.8
COc1ccc(S(=O)(=O)Nc2ccccc2OC)cc1N=Nc1c(O)[nH]c(=S)[nH]c1=O	-1.7
Cn1c(=O)[nH]c(=O)c2c1nc(Br)n2CCCSc1nc2ccccc2o1	0.1
COC(=O)Cn1c(=NC(=O)c2cc(OC)c(OC)c(OC)c2)sc2cc(OC)ccc21	1.1
O=[N+]([O-])c1ccc(N=Nc2ccc(O)cc2O)cc1	-4.7
CC(=O)N/N=C/c1ccccc1OCCOc1cccc(C)c1	-1.2
COc1cc(NC(=O)Cn2cnc3c(SC)nc(N)nc32)cc(OC)c1OC	0.0
Cc1cccn2c(=O)c(/C=N/O)c(NCc3ccccc3)nc12	1.9
CS(=O)(=O)N(CC(=O)NCc1ccco1)c1cc(C(F)(F)F)ccc1Cl	-0.4
Cc1cc(C)cc(C(=O)NC2CC(C)(C)NC(C)(C)C2)c1	0.8
Cc1cc(C)cc(OCC(O)CN2CC(C)OC(C)C2)c1 (configuration not stated)	1.0
Cc1ccc(N=Nc2c(O)[nH]c3ccc(F)cc23)cc1	-0.7
O=C(Cc1cccc(NC(=O)C2CCN(C(=O)C3CCCCC3)CC2)c1)Nc1cccc(C(=O)N2CCCCC2)c1	-0.4
CCOC(=O)/C=C1\CC(=O)Nc2cc(C)c(C)cc2N1	-0.4
CN(CC(=O)NC1CCN(Cc2ccccc2)CC1)S(=O)(=O)c1ccc2c(c1)c(=O)n(C)c(=O)n2C	-0.3
CC(C)(C)c1ccc(C(=O)N2CCN(c3ccc(N4CCOCC4)nn3)CC2)cc1	-0.1
COc1ccc(C(CNC(=O)c2cccc(NS(=O)(=O)c3ccccc3)c2)N2CCCC2)cc1 (configuration not stated)	5.0
CCSc1nc2sc3c(c2c(=O)n1-c1ccc(OC)cc1)CCN(C)C3	-1.9
CCC(=O)OC1CC(C)N(C(=O)c2ccccc2)c2ccc(C)cc21 (configuration not stated)	-2.8
CC1(Cc2ccccc2Cl)C(=O)Nc2c(Cl)cccc21 (configuration not stated)	-1.4
CCOc1ccc(NC(=O)C2CCC(CNc3c(N4CCOCC4)c(=O)c3=O)CC2)cc1 (configuration not stated)	1.8
COc1ccc(N2CCN(C(=O)c3ccc(N4C(=O)NC5CC4(C)Oc4ccccc45)cc3)CC2)cc1 (configuration not stated)	0.9
CC1=C(C(=O)N2CCCCC2)C(c2cccs2)NC(=O)N1 (configuration not stated)	0.3
COc1ccccc1NC(=O)Cn1cnc2c(oc3ccccc32)c1=O	1.1
O=C(O)c1ccc(N2C(=O)C3ON(c4ccccc4)C(c4ccccc4F)C3C2=O)cc1 (configuration not stated)	0.1
Cc1cccc(N2C(N)=NC(N)=NC23CCCCC3)c1	0.9
CCCCNC(=S)NNC(=O)c1nn(C)c(C)c1Cl	1.1
O=C(/C=C/c1ccco1)Nc1cccnc1Cl	1.6
CC(=O)c1cccc(NC(=O)c2cc(Cl)sc2Cl)c1	0.6
Cc1ccc(OCCC(=O)OCC(=O)Nc2cc(C)cc(C)c2)cc1	0.6
CCOc1ccc(CN(C)C(=O)c2ccc3c(c2)NC(=O)C(C)S3)cc1OC (configuration not stated)	-3.7
Cc1cc(N2C(=O)c3ccc(C(=O)NCc4ccccc4)cc3C2=O)no1	2.9
C[C@H](CO)N1C[C@H](C)[C@@H](CN(C)S(=O)(=O)c2ccc(F)cc2)Oc2ccc(NC(=O)Nc3ccc4c(c3)OCO4)cc2C1=O	0.5
N#CCCn1c(SCC(=O)Nc2ccc(N3CCOCC3)cc2)nc2ccccc21	0.1
Cn1c2ccccc2c(=O)c2cc(C#Cc3ccsc3)ccc21	4.8
Cc1ccc(S(=O)(=O)NC2OC(=O)C(Cl)=C2Cl)cc1 (configuration not stated)	0.1
CSc1nc2n(n1)C(c1ccccn1)C1=C(CC(C)(C)CC1=O)N2 (configuration not stated)	-0.9
CCOc1ccc(CCNC(=O)c2[nH]c(C)c(C(C)=O)c2CC)cc1OCC	-0.6
CCCc1[nH]nc2c1C(c1c(C)nn(-c3ccccc3)c1Cl)C(C#N)=C(N)O2 (configuration not stated)	-1.4
CN1/C(=C/C=C(C#N)C#N)C=Cc2ccccc21	-1.2
C=CCNC(=S)NNC(=O)COc1ccc(Br)cc1	0.9
Cc1n[nH]c(=O)nc1N/N=C/c1ccco1	-1.1
Cc1nnc(-c2ccccc2)c(=O)n1/N=C/c1c(O)ccc2ccccc12	-2.7
O=C(CCCN1C(=O)C(c2ccccc2)Oc2cccnc21)Nc1ccccc1Cl (configuration not stated)	5.1
O=c1ccn([C@@H]2O[C@H](CNS(=O)(=O)C3CC3)[C@@H](O)[C@H]2O)c(=O)[nH]1	4.2
Cc1cc(-c2n[nH]c(=S)o2)c(C)n1-c1ccccc1	-2.2
COc1ccc(S(=O)(=O)c2cnc3ccccc3n2)cc1	1.6
[N-]=[N+]=CC(=O)C(Cc1ccccc1)N1C(=O)c2ccccc2C1=O (configuration not stated)	4.2
COc1cc(NC(=O)C2CCCN(S(=O)(=O)c3ccc4c(c3)oc(=O)n4C)C2)cc(OC)c1 (configuration not stated)	-1.1
O=C(/C=C/c1cccs1)N1CCN(c2ccccc2)CC1	-1.9
Nc1nc(CN2CCN(c3ccccc3F)CC2)nc(Nc2ccccc2)n1	2.4
COc1ccc(C(=O)c2cnc3cc4c(cc3c2C)OCO4)cc1	1.4
CCOC(=O)[C@H]1[C@H]2COc3ccc(OC)cc3[C@H]2N2C(=O)CNC(=O)[C@@]12C	-0.3
N#CCCN(C(=O)CSc1n[nH]c(=O)[nH]c1=O)c1ccccc1	6.3
CCOC(=O)/C=C1\CN(Cc2ccc(OC)cc2)S(=O)(=O)c2ccccc21	2.4
CC1(C)CC(=O)c2cnc3nc4ccccc4n3c2C1	0.1
O=C(COC(=O)/C=C/c1cn(-c2ccccc2)nc1-c1cccnc1)Nc1ccc(Cl)cc1Cl	2.5

(next part)
molecule	TTR transcr act
Nc1ncc(Br)cc1N=Cc1ccccc1	0.8
COc1ccc(F)cc1C1=CC(=O)C[C@H](c2ccc3c(c2)OCO3)C1	-3.2
CC(Sc1nc2scc(-c3ccccc3)c2c(=O)[nH]1)C(=O)NC(N)=O (configuration not stated)	0.8
O=C(C[C@H]1C[C@H](C(=O)N2CCOCC2)[C@@]2(CCC3CCCC3)c3[nH]c4cc(-c5ccco5)ccc4c3CCN2C1=O)NCc1cccc(C(F)(F)F)c1	2.2
O=C(C[C@H]1C/C=C\C[C@H](Cc2ccc(F)cc2)C(=O)O[C@@H](c2ccccc2)CNC1=O)N[C@H](CO)Cc1ccccc1	-0.8
COC(=O)[C@H](CC1(c2cn(S(=O)(=O)CC[Si](C)(C)C)c3ccccc23)C(=O)Nc2ccccc21)NC(=O)OC(C)(C)C (some centres not stated)	-1.2
Cc1nc(Oc2ccccc2)c2ccsc2n1	-1.1
C(=N/Nc1nc(-c2ccccc2)cc(-c2ccccc2)n1)/c1cccnc1	-2.3
Cc1cc(NC(=O)C(=O)c2c(C)[nH]c3ccccc23)no1	-0.8
Cc1ccc(-c2cc(C(=O)NCc3ccco3)c3ccccc3n2)o1	-0.9
CC(C)=N/N=C1\NC(=O)C(C)S1 (configuration not stated)	2.6
O=c1[nH]c2c(s1)C(c1ccc(O)cc1)C1C3CCC(C3)C1S2 (configuration not stated)	-0.6

Shown with the structure last: 14 of the compounds above
TTR transcr act	structure
0.1	CC1(C)CC(=O)c2cnc3nc4ccccc4n3c2C1
2.5	O=C(COC(=O)/C=C/c1cn(-c2ccccc2)nc1-c1cccnc1)Nc1ccc(Cl)cc1Cl
0.8	Nc1ncc(Br)cc1N=Cc1ccccc1
-3.2	COc1ccc(F)cc1C1=CC(=O)C[C@H](c2ccc3c(c2)OCO3)C1
0.8	CC(Sc1nc2scc(-c3ccccc3)c2c(=O)[nH]1)C(=O)NC(N)=O (configuration not stated)
2.2	O=C(C[C@H]1C[C@H](C(=O)N2CCOCC2)[C@@]2(CCC3CCCC3)c3[nH]c4cc(-c5ccco5)ccc4c3CCN2C1=O)NCc1cccc(C(F)(F)F)c1
-0.8	O=C(C[C@H]1C/C=C\C[C@H](Cc2ccc(F)cc2)C(=O)O[C@@H](c2ccccc2)CNC1=O)N[C@H](CO)Cc1ccccc1
-1.2	COC(=O)[C@H](CC1(c2cn(S(=O)(=O)CC[Si](C)(C)C)c3ccccc23)C(=O)Nc2ccccc21)NC(=O)OC(C)(C)C (some centres not stated)
-1.1	Cc1nc(Oc2ccccc2)c2ccsc2n1
-2.3	C(=N/Nc1nc(-c2ccccc2)cc(-c2ccccc2)n1)/c1cccnc1
-0.8	Cc1cc(NC(=O)C(=O)c2c(C)[nH]c3ccccc23)no1
-0.9	Cc1ccc(-c2cc(C(=O)NCc3ccco3)c3ccccc3n2)o1
2.6	CC(C)=N/N=C1\NC(=O)C(C)S1 (configuration not stated)
-0.6	O=c1[nH]c2c(s1)C(c1ccc(O)cc1)C1C3CCC(C3)C1S2 (configuration not stated)

Continued.
Structure	TTR transcr act
N=C1/C(=C\c2ccc(-c3cccc(Cl)c3)o2)C(=O)N=C2SC=C(c3ccccc3)N12	-1.7
COc1cc(C(C)=O)ccc1OCC(=O)OCCCOC(=O)COc1ccc(C(C)=O)cc1OC	-1.3
CC(C)CN1CCC(C(=O)N2CCN(c3ccccc3F)CC2)CC1	-0.1
C/C=C\C=C\C(=O)N1CC2(CC(c3cccc(NC(=O)COc4ccc(Cl)cc4)c3)=NO2)C[C@H]1C(N)=O (some centres not stated)	2.3
Cn1nnnc1SCCNCc1ccccc1OCc1ccccc1Cl	-0.9
COC(=O)C(Cc1ccccc1)NC(=O)CSc1nc(C)cc(=O)[nH]1 (configuration not stated)	-1.0
C=C1C(C(=O)Nc2ccc(F)cc2)C1C(=O)Nc1ccc(F)cc1 (configuration not stated)	-0.7
CCCCc1nnc(NC(=O)CCc2ccccc2)s1	0.6
CC(=O)/C=C1/C(=O)Nc2ccccc21	-0.4
Cc1cc(C(=O)N2CCN(c3ncccn3)CC2)sc1-c1ccccc1	0.0
COc1ccc(-c2noc(C3CCCN(C(=O)Nc4ccccc4)C3)n2)cc1 (configuration not stated)	0.7
CCOC(=O)NC(=O)/C(N=Nc1cccc(C(F)(F)F)c1)=C(\C)O	-0.6
COc1cc2c(cc1OC)CN(C1CCC(C(C)(C)C)CC1)CC2 (configuration not stated)	0.0
CN(Cc1ccco1)C(=O)Cn1c(=O)oc2cc(S(=O)(=O)NCc3ccccc3)ccc21	0.0
CCS(=O)(=O)c1nc(S(=O)(=O)c2ccc(Cl)cc2)c(N2CCN(CCO)CC2)s1	-0.6
O=CNC1(c2ccccc2)CCCCC1	-1.3
CCn1cc(Cl)c(C(=O)Nc2ccc(OC)c(OC)c2)n1	-0.2
Cc1c(NC(=O)c2ccc(Br)s2)c(=O)n(-c2ccccc2)n1C	0.1
CC1C(=O)N(Cc2cn(Cc3ccco3)nn2)CCS(=O)(=O)N1Cc1ccc(-c2ccc(Cl)cc2)cc1 (configuration not stated)	0.3
CCNC(=O)N(C)[C@H]1C[C@H]2c3[nH]c4ccccc4c3CCN2C[C@H]1[C@H](C)O	1.3
CC(C)Oc1cc(F)ccc1-c1cc(C(=O)NCCc2ccncc2)[nH]n1	-1.3
CCOc1ccc(-c2cc(CCCC(=O)Nc3cc(OC)ccc3OC)no2)cc1	-0.8
COc1ccc(OC)c(Nc2c3ccccc3nc3ccccc23)c1	-1.1
CC[C@]12c3[nH]c4ccc(Cl)cc4c3CCN1C(=O)[C@@H](CC(=O)NCCCn1ccnc1)C[C@@H]2C(=O)N1CCN(C(=O)C2CC2)CC1	-0.8
CCOC(=O)CSc1ccc(S(=O)(=O)N(C)C2CCCCC2)cc1[N+](=O)[O-]	5.0
CCOCC(=O)Nc1ccccc1C(=O)N1CCOCC1	1.0
CC(C)Cc1nc(SCc2cccnc2)c2c(=O)n(C)c(=O)n(C)c2n1	0.2
Cc1ccc(CC2S/C(=N/c3ccccn3)NC2=O)cc1 (configuration not stated)	1.3
C/C(=N\Nc1ccccc1[N+](=O)[O-])c1ccc(N2CCOCC2)cc1	-1.3
O=C(O)C1CCCCC1C(=O)Nc1nc(-c2cccs2)cs1 (configuration not stated)	-1.6
Cc1c(-c2nc(-c3ccc(C(C)(C)C)cc3)no2)n(C)oc1=O	-1.5
CCOC(=O)C1(CCOc2ccccc2)CCN(Cc2cccc3nonc23)CC1	1.6
CC(C)NCCOc1cccc(Br)c1	-0.5
Nc1nc2ccccc2n1/N=C/c1ccc2c(c1)OCO2	-0.1
O=C(Nc1ccc2c(c1)C(=O)NC2=O)c1cccc(Cl)c1	0.6
O=C(CCC1CCCN(Cc2ccc3c(c2)OCCO3)C1)NCc1ccc(F)c(F)c1 (configuration not stated)	0.2
COc1cccc(-c2cc3nc4c(c(N5CCC6(CC5)OCCO6)n3n2)CCC4)c1	0.7
C=CCNC(=S)N1CCc2[nH]c3ccccc3c2C1	3.2
Cc1nn(-c2ccc(Cl)cc2)c(=O)c2ccccc12	0.8
C/C(N)=C(/C#N)C(=O)COC(=O)COc1ccc(Cl)cc1C	-0.6
Oc1c(C(c2ccccn2)N2CCCCC2)cc(Cl)c2cccnc12 (configuration not stated)	-0.8
Cc1cc(C(=O)CN2CCCC2)c(C)n1-c1ccc(Cl)cc1	-0.6
Cc1ccc(-c2cnc3cc(C)nn3c2)cc1	0.4
COc1cccc(-c2ccc3c(c2)C2CC3CCN2C(C)=O)c1 (configuration not stated)	0.5
O=C(N/N=C/c1ccc(C(=O)O)cc1)C1=NNC(c2ccccc2)(c2ccccc2)C1	-2.4
COC(=O)Cc1c[nH]c2cccc(OCC(O)CN(Cc3ccc([N+](=O)[O-])cc3)C(C)(C)C)c12 (configuration not stated)	0.6

A portion of the library; count on the stated rates, not on these rows.
